# 697 NFkB inh = lowers PMA/ionomycin-induced NF-kB signal in 697 B cells. 697 B-cell NF-kB luciferase reporter, 16 h. inhibition, % at 4 µM. 330,000 compounds, 0.33% hits; in the data active = inhibition above about 35%
# tim23-1 inh = tim23-1 yeast growth inhibition; 330,000 compounds, 1.3% hits; S. cerevisiae tim23-1 growth, BacTiter-Glo luminescence, 24 h; inhibition, % at 20 µM;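 active = growth inhibition of the mutant yeast at or above 50%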;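 also: temperature-sensitive mutant grown at 25 °C; plate controls were DMSO-treated mutant yeast for no effect and medium wells lacking yeast for full effect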
# APJ antag = blocks the human apelin receptor APJ; P35414; CHO-K1 APJ beta-arrestin complementation, luminescence; inhibition, % at 20 µM; 330,000 compounds, 0.32% hits; AID 2521;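 active = inhibition above about 40% at 20 µM, limit read from the data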;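 also: cells challenged with 10 nM apelin-13 agonist together with compound; plate controls were apelin-13 plus DMSO wells for no effect and DMSO wells lacking apelin-13 for full effect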
# CHOP UPR activ = activators of apoptotic arm of unfolded protein response (CHOP) | CHO-CHOP luciferase reporter, UPR activation, luminescence; percent of tunicamycin response over DMSO baseline | activation, % at 10 µM | 330,000 compounds, 0.34% hits | AID 449763;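 active = at 10 µM dose, activation of 40% or more, normalized to positive control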;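 also: 100% = tunicamycin at 10 µg/mL and 0% = DMSO alone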
#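 System: CHO-CHOP luciferase reporter cell line; amount: 500 cells/well; buffer or medium: F12 medium containing 10% fetal bovine serum; incubation: 6 h compound exposure at 37 °C after overnight seeding; measured by: luciferase luminescence after 10 min with Steady-Glo reagent; evaluation: % reporter activation, DMSO baseline versus tunicamycin full activation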
# Jurkat NFkB inh = lowers PMA/ionomycin-induced NF-kB signal in Jurkat cells; PMA/ionomycin-induced NF-kB luciferase reporter, luminescence; inhibition, % at 4 µM; 330,000 compounds, 0.53% hits; AID 435003; in the data active = inhibition above about 50%
# Mdm2-MdmX inh = disrupts the human Mdm2-MdmX interaction; AID 485346; inhibition, % at 8 µM; 330,000 compounds, 3% hits; O15151+Q00987; SaOS-2 split-luciferase Mdm2/MdmX complementation, luminescence;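 active = inhibition of at least 50% at 8 µM in the primary screen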
# Target sequence (O15151 whole entry, looked up): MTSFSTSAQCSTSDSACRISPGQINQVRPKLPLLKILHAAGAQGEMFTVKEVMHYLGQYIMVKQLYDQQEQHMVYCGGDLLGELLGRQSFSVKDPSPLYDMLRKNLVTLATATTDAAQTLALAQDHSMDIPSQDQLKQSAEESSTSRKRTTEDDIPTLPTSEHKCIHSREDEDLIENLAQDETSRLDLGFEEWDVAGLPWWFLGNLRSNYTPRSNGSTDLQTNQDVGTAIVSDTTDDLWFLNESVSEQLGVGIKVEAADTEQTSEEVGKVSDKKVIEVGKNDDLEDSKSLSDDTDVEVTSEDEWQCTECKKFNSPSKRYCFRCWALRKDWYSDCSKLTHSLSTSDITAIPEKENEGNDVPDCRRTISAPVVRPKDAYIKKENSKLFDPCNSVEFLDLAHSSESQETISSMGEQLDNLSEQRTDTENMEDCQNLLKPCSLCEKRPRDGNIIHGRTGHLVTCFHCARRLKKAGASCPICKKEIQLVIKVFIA
# Target sequence (Q00987 whole entry, looked up): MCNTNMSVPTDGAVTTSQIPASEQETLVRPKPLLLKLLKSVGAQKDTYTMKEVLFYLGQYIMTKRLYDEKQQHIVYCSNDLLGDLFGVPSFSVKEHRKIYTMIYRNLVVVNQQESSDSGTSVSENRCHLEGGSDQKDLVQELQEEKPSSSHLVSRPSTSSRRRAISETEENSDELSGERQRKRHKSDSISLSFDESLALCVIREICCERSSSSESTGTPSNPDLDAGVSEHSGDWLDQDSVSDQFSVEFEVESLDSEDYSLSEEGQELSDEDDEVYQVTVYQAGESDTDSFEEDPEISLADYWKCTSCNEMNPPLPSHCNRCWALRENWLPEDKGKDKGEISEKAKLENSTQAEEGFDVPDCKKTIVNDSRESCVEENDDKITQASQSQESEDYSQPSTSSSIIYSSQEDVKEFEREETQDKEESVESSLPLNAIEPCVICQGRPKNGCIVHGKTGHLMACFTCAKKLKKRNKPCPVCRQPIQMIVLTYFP
# UPR XBP1 act = adaptive UPR (XBP1) activation; CHO-XBP1 luciferase reporter, IRE1-XBP1 UPR activation, luminescence; percent of tunicamycin response, DMSO as zero; activation, % at 20 µM; 330,000 compounds, 0.33% hits; AID 463104;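 active = versus positive control, 20 µM dose yields 30% or more activation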;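 also: 100% = tunicamycin at 10 µg/mL and 0% = DMSO only wells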
#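 Signal: luciferase luminescence; Assay system: CHO-XBP1 luciferase reporter cells; Amount: one thousand reporter cells per well; Dosing: 20 µM single concentration, DMSO 1%; Benchmarks: high control tunicamycin 10 µg/mL final, low control DMSO vehicle only; Schedule: 6 h compound exposure at 37 °C, 5% CO2; Evaluation: percent activation relative to tunicamycin reference.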
# APJ agonist = activates the human apelin receptor APJ | CHO-K1 APJ PathHunter beta-arrestin, luminescence; 0% DMSO wells, 100% apelin | activation, % at 20 µM | 330,000 compounds, 0.11% hits | P35414;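 active = activation more than six SD over the plate average, tested at 20 µM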;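 also: 0% = DMSO alone and 100% = apelin-13 at 10 nM; some results filed as inactive read as strong as hits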
#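 Test system: CHO-K1 APJ beta-arrestin complementation cell line | Compound: Single test compound dose, 20 µM final, 1% DMSO | Incubation: Compound 90 min 25 °C, reagent 1 h | Measured by: beta-gal luminescence | Read-out basis: APJ–arrestin association signal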
# Numbers without * were called inactive.
SMILES,697 NFkB inh,tim23-1 inh,APJ antag,CHOP UPR activ,Jurkat NFkB inh,Mdm2-MdmX inh,UPR XBP1 act,APJ agonist
O=S(=O)(NC1CC1)c1ccc(S(=O)(=O)N2CCc3ccccc32)cc1,-18,8,-12,0.5,12,27,-2,-6
Cc1cc(OC(C)C(N)=O)nc(-c2ccccc2)n1 (centres undefined),-8,8,12,3.5,1,3,3,-4
CC(C)c1ccc(NC2CCCN(C(=O)c3ccc(N4CCOCC4)cc3)C2)cc1 (centres undefined),-12,41,-10,0.8,4,22,-2,-3
O=C(O)CN(c1ccccc1[N+](=O)[O-])S(=O)(=O)c1ccccc1,19,11,13,-0.7,23,-5,-1,0
Cn1c(CNC(=O)CNC(=O)c2cccc(F)c2)cc(=O)n(C)c1=O,0,-3,11,2.0,14,28,-3,-1
CC(=O)Nc1cccc(NC(=O)CCCC2CCCCC2)c1,3,36,-5,2.8,-11,-14,-7,7
CCN1CCN(C(=O)C2CCC(=O)N(Cc3cccc(C(F)(F)F)c3)C2)CC1 (centres undefined),18,-4,18,1.5,3,5,-1,-5
CCn1cc(CN2CCC(n3nccc3NC(=O)C(OC)c3ccccc3)CC2)cn1 (centres undefined),13,-1,10,0.0,5,12,-1,-4
CSCCC(NC(=O)c1cncc(Br)c1)C(=O)O (centres undefined),-16,-3,0,0.5,9,0,2,0
CCCCC(NC(C)=O)c1nc2ccccc2[nH]1 (centres undefined),-23,18,-2,2.0,0,-14,3,-3
COc1cccc(CCNC(=O)CC2C(=O)NCCN2CC(C)(C)C)c1 (centres undefined),-16,11,-2,0.0,-10,-4,-1,-1
Nc1nc(Sc2ccc(C(F)(F)F)cn2)n[nH]1,-10,2,2,-2.0,-3,0,2,-6
COCC(=O)Nc1ccc(Br)cc1C,-9,14,-2,1.6,-14,-16,-1,0
COc1ccccc1CN(Cc1nc2ccccc2c(=O)[nH]1)C(=O)Nc1ccccc1C,-8,27,15,0.3,-6,0,2,-4
N#Cc1cc([N+](=O)[O-])ccc1NC(=O)CSc1n[nH]c(=O)n1C1CC1,29,4,-8,-0.6,4,14,-3,-2
Oc1ccc(/C=N/N2CCCCC2)cc1O,-96,0,-26,179*,11,-18,5,1
Cc1ccc(-c2nnc(N3CCN(S(C)(=O)=O)CC3)c3ccccc23)cc1,-31,22,8,-0.2,-1,-20,1,0
Cc1ccc(NC(=O)NC2CC(=O)N(c3ccc4c(c3)OCCO4)C2)cc1 (centres undefined),4,12,15,0.5,14,30,-2,3
Nc1ccc2nc(CN3CCOCC3)[nH]c2c1,2,-5,5,-2.5,3,13,-3,-2
Nc1cc(C(=O)OCC(=O)N2CCOCC2)ccc1Cl,-20,2,-30,4.5,-16,-17,3,-2

# 3 compounds out of the list above, ordered by the number in UPR XBP1 act, high to low:
structure	697 NFkB inh	APJ antag	Jurkat NFkB inh	Mdm2-MdmX inh	UPR XBP1 act	APJ agonist
Nc1cc(C(=O)OCC(=O)N2CCOCC2)ccc1Cl	-20	-30	-16	-17	3	-2
COc1cccc(CCNC(=O)CC2C(=O)NCCN2CC(C)(C)C)c1 (centres undefined)	-16	-2	-10	-4	-1	-1
N#Cc1cc([N+](=O)[O-])ccc1NC(=O)CSc1n[nH]c(=O)n1C1CC1	29	-8	4	14	-3	-2

# The listing continues:
SMILES,697 NFkB inh,tim23-1 inh,APJ antag,CHOP UPR activ,Jurkat NFkB inh,Mdm2-MdmX inh,UPR XBP1 act,APJ agonist
OCC[C@@H]1C[C@H](O)[C@@H](O)[C@@]2(CCCCO2)O1,-45,19,4,-1.5,-4,10,-1,6
NC(=O)c1ccccc1OCC(=O)N1CCCc2ccccc21,6,2,33,2.3,1,-4,2,-3
O=C(O)c1ccc(NC(CSCc2ccccc2F)C(=O)O)c([N+](=O)[O-])c1 (centres undefined),4,-6,19,0.8,9,16,-1,-6
CC(C)(C)C1(C)OC(C(N)=O)C(C(N)=O)O1 (centres undefined),5,8,12,0.2,6,11,-1,2
CCN(Cc1ccncc1)C(=O)c1cc(COc2c(C)cccc2C)on1,-14,3,17,1.8,-21,-1,-5,-3
COc1ccc(N=Cc2sc(O)c3ccccc23)cc1,-299,10,-67,1.7,-175,-158,5,14
Cc1ccc(NC(=O)C2Cc3ccccc3O/C2=N\O)cc1C (centres undefined),-16,5,-12,4.5,-31,6,2,-3
O=C(CN1C(=O)C(=O)N(CCC2=CCCCC2)C1=O)Nc1ccc(F)cc1F,-3,9,-4,0.1,-21,-24,-3,1
C/C(=N\NC(=O)c1nc2ccccn2c1C)c1ccc2c(c1)OCO2,3,9,-28,2.6,-19,-6,1,0
CC1CC2(C)CC(C)C1(COC(=O)Nc1ccccc1)CO2 (centres undefined),0,30,-3,-0.5,12,-2,-1,-4
Cc1ccc(S(=O)(=O)NC(=O)c2cc(C)n(-c3cc(S(=O)(=O)N4CCOCC4)ccc3N3CCCC3)c2C)cc1,10,13,-9,-0.1,-5,33,-1,-2
COc1cc2c(=O)n(Cc3ccco3)c(=O)n(CC(=O)c3cccc(Br)c3)c2cc1OC,10,3,12,-8.9,-5,50*,4,1
O=C(c1ccc2c(c1)OCO2)C1CCCN(Cc2cc(F)ccc2-n2cccn2)C1 (centres undefined),-10,-11,17,-2.0,-9,-2,-2,2
CCN=c1scc(-c2ccco2)n1/N=C/c1ccc(OC)c(O)c1,-22,41,-5,4.7,-87,-270,5,-4
O=C(NCCNC(=O)c1ccc(-c2ccc(Cl)c(Cl)c2)o1)c1cnccn1,-7,27,-23,0.2,0,26,1,9
N[C@@H](CO)c1nnc([C@H](CCC(=O)O)NC(=O)C2CCNCC2)o1,15,3,-1,-0.9,18,-2,-2,-5
COC(=O)COc1ccc(S(=O)(=O)Nc2ccc(C(N)=O)cc2)cc1Cl,3,-9,-3,-1.6,-2,3,0,-2
CC(OC(=O)c1ccc(Cl)cc1O)C(=O)NCCC1=CCCCC1 (centres undefined),12,0,-2,0.0,11,3,0,-2
Cc1nc2cc(-c3ccccc3)sc2c(=O)n1N,9,51*,12,-8.6,35,62*,-11,-2
Cc1ccc(-c2noc(CSc3nnc(-c4cccs4)n3C)n2)cc1,-34,26,7,1.7,5,14,4,-1
O=C(Nc1cccnc1)c1ccc2nc(-c3ccccc3)c(-c3ccccc3)nc2c1,-7,27,4,5.0,-3,42,1,4
O=C(Nc1ccc(OC(F)(F)F)cc1)c1cnccn1,-103,10,-8,5.2,-82,-55,0,-3
COc1ccc(C2C(C(C)=O)=C(O)C(=O)N2CCc2c[nH]c3ccccc23)cc1OC (centres undefined),3,3,15,0.4,5,-11,1,-2
Cc1cccc(OCCCCCn2ccnc2)c1,-27,-8,6,-1.1,1,14,1,-2
Cc1ccn2cc(-c3cnoc3C)nc2c1,-48,-13,-9,1.8,-29,-52,2,1
CCOc1ccc(N(C(C)C(=O)N2CCCC2)S(C)(=O)=O)cc1 (centres undefined),5,9,8,0.6,14,14,-2,2
COC(=O)c1ccc(OCC2c3cc(OC)c(OC)cc3CCN2C(=O)c2ccco2)cc1 (centres undefined),9,30,10,0.0,45,53*,0,0
O=C(Nc1ccccn1)c1ccc(NC(=O)c2ccco2)cc1,-59,20,7,7.0,-69,-118,3,2
COC(=O)COc1ccc(S(=O)(=O)NCc2cccnc2)cc1C,-3,5,-6,-0.2,-4,-3,-1,1
CCCN(CC(=O)Nc1ccccc1C)C(=O)c1cccc(S(=O)(=O)N2CCc3ccccc3C2)c1,-9,23,-20,6.3,-4,24,-4,17
CCCCn1c(N)c(N(CCOC)C(=O)c2cc(CC)c(C)s2)c(=O)[nH]c1=O,-9,-9,-1,0.2,11,13,-4,3
O=C(CNC(=O)c1ccccc1O)N/N=C/c1cc(Br)ccc1OC(=O)/C=C/c1ccco1,0,-18,-17,0.6,4,51*,-5,-6
CCCc1nnc(SCC(=O)Nc2ccc(OCC)cc2)n1N,16,16,-2,0.3,9,-16,-2,0
COc1ccccc1CN(C)C(=O)c1cccc(S(=O)(=O)N2CCc3ccccc3C2)c1,29,41,-1,1.7,0,10,-1,0
O=C1C=C(NCc2ccc(Cl)cc2)CC(c2ccco2)C1 (centres undefined),-3,16,-8,0.3,-9,-24,0,-7
CC12CCC(C(=O)NCc3ccc(F)cc3)(OC1=O)C2(C)C (centres undefined),4,5,-10,1.0,2,10,1,-2
O=C(CCC1CCCN(C(=O)c2ccc3c(c2)OCCO3)C1)NCc1ccccc1F (centres undefined),-16,2,9,4.7,-10,-44,0,-1
COCCNC(=O)C(c1ccncc1)N(C(=O)Cn1nnc2ccccc21)c1ccc(OC)cc1 (centres undefined),-16,3,5,-2.2,11,-18,-2,2
Cc1ccc(S(=O)(=O)N2CCN(C(=O)NCc3ccc(F)cc3)CC2)c(C)c1,0,1,1,0.5,0,-11,-1,-1
COc1ccc(CSc2nc(C)cc(=O)[nH]2)cc1Br,26,6,12,1.9,8,-15,-3,-1

# Structures listed so far that bear a hit mark in Mdm2-MdmX inh:
structure | 697 NFkB inh | APJ antag | Jurkat NFkB inh | Mdm2-MdmX inh | UPR XBP1 act | APJ agonist
COc1cc2c(=O)n(Cc3ccco3)c(=O)n(CC(=O)c3cccc(Br)c3)c2cc1OC | 10 | 12 | -5 | 50* | 4 | 1
Cc1nc2cc(-c3ccccc3)sc2c(=O)n1N | 9 | 12 | 35 | 62* | -11 | -2
COC(=O)c1ccc(OCC2c3cc(OC)c(OC)cc3CCN2C(=O)c2ccco2)cc1 (centres undefined) | 9 | 10 | 45 | 53* | 0 | 0
O=C(CNC(=O)c1ccccc1O)N/N=C/c1cc(Br)ccc1OC(=O)/C=C/c1ccco1 | 0 | -17 | 4 | 51* | -5 | -6

# New compounds follow
SMILES,697 NFkB inh,tim23-1 inh,APJ antag,CHOP UPR activ,Jurkat NFkB inh,Mdm2-MdmX inh,UPR XBP1 act,APJ agonist
CC1CC(C)(C)CC2(C1)NC(=O)N(CC(=O)Nc1cc([N+](=O)[O-])ccc1F)C2=O (centres undefined),13,9,20,-2.6,3,22,-4,-2
O=S(=O)(c1ccc(Br)s1)N1CCC(Cc2ccccc2)CC1,-7,13,23,-1.3,-1,-11,-3,-5
CCNC(=S)NNC(=O)c1cc(-c2cccc(C)c2)nc2ccccc12,-76,73*,13,1.3,-37,-10,-3,-4
CCOC(=O)C1CCCN(C(=O)CCc2nnc(-c3ccc(C(C)=O)s3)o2)C1 (centres undefined),-134,-4,-17,6.4,-97,-86,-3,-2
COC(=O)c1cc(Cl)c(NC(=O)/C=C/c2ccc(OC)cc2)cc1OC,-43,-20,0,-1.9,51*,49,0,-1
Cc1occc1C(=O)NC(C)C(C)(C)C (centres undefined),-4,34,-7,-0.6,-1,12,-2,-1
O=S(=O)(NCc1ccccc1)c1ccc(Cl)c(S(=O)(=O)NCc2ccccc2)c1,-1,6,-12,-1.3,-2,11,0,1
COc1ccc(/C=N/n2c(C3CCCCC3)n[nH]c2=S)c(OC)c1,-12,58*,3,-1.3,-22,22,2,-3
Fc1ccc(N2CCN(Cc3cnc(Cl)s3)CC2)cc1,8,5,-7,0.7,11,-10,-1,-3
CC(NC(=O)CCNC(=O)c1ccc(C(C)(C)C)cc1)c1ccccc1 (centres undefined),-3,22,-2,0.4,9,8,-2,-2
O=C(O)Cc1ccc(NC(=O)C(c2ccccc2)c2ccccc2)cc1,9,10,-7,0.5,6,3,0,-1
Cc1ccccc1C(=O)c1c[nH]c(C(=O)NCc2ccco2)c1,-19,-25,1,-2.5,-19,22,1,0

# Bioassay records deposited in PubChem by Sanford-Burnham Center for Chemical Genomics.
